Compound activity: PubChem BioAssay, Broad Institute
KDM4C inh – inhibitors of GASC-1 (KDM4C) histone demethylase, primary screen, biochemical, single concentration HTS | GST-KDM4C 2-372, H3K9me3 peptide, LANCE TR-FRET | AID 720574, 2013 | 96,000 tested, 0.15% active | inhibition, % at 12.5 µM | Lysine-specific demethylase 4C (Homo sapiens), Q9H3R0;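 active = mean replicate inhibition above about 25%, with at least 55% of replicates also reaching it, limit read from the data, passing the limit was not always enough; inconclusive = only one of those two conditions met; inactive = neither condition met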
Target sequence (Q9H3R0 2-372 limits assumed): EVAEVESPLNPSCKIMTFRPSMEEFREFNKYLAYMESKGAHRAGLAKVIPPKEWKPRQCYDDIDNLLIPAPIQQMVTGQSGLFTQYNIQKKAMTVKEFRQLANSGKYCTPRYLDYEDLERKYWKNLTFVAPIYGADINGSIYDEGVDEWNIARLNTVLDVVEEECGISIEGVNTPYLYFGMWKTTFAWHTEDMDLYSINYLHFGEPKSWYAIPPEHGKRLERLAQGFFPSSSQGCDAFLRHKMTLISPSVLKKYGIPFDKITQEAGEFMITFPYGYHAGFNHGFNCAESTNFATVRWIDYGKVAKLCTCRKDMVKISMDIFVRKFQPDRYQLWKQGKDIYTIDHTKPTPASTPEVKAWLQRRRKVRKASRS
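material = GST-tagged GASC-1 (JMJD2C) catalytic fragment, aa 2-372 | amount = enzyme final amount 10 nM | medium = HEPES buffer, pH 7.5, plus ascorbate | also added = H3K9me3 peptide substrate, Fe(II), 2-oxoglutarate | dosing = single dose | times = 30 min demethylation and 1 h detection at room temperature | detection = LANCE TR-FRET | read-out basis = Fall in 671/618 emission ratio as inhibition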
C diff HTS – C. difficile growth inhibitors, primary screen, HTS; Clostridium difficile clinical isolate growth, OD600, 24 h; stronger effect = lower value; growth activity, negative = inhibition, % at 16 µg/mL (by protocol); 86,000 tested, 0.25% active;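 active = mean growth activity at or below -80% and every replicate also at or below -80%; inconclusive = mean at or below -80% but some replicate above -80%; inactive = mean growth activity above -80%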;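 note: 0% = DMSO wells and -100% = levofloxacin 16 µg/mL wells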
Pf Dd2 inh – P. falciparum Dd2 growth inhibitors, primary screen, SYBR Green fluorescence, single dose replicates; 72 h; stronger effect = lower value; activity change, % at 10 µM; 94,000 tested, 2.3% active; AID 1159554, 2015; in the data active = activity change below about -80%; inconclusive = no clear call, values can overlap the other calls
Tcruzi prolif – T. cruzi intracellular proliferation inhibitors, primary screen, cell-based, beta-gal Tulahuen parasites, NIH3T3 host, luminescence; T. cruzi beta-gal in NIH3T3, GalScreen luminescence, 90 h; inhibition, % at 8.34 µM; 77,000 tested, 5.9% active; AID 624255, 2012;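 active = mean inhibition above about 93%, with at least 55% of replicates each passing it, limit read from the data, passing the limit was not always enough; inconclusive = only one of those two conditions holds; inactive = neither condition holds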
An asterisk follows results filed as active; u = inconclusive; x = not tested or not shown; & = joins results of further samples.

mol | KDM4C inh | C diff HTS | Pf Dd2 inh | Tcruzi prolif
CO[C@H]1CN(C)C(=O)c2cc(NS(=O)(=O)c3cn(C)cn3)ccc2OC[C@@H](C)N(C)C[C@H]1C | -2.5 | -5 | -6 | 1
C[C@@H]1CN([C@H](C)CO)C(=O)c2cc(NC(=O)Nc3ccc4c(c3)OCO4)ccc2O[C@@H](C)CCCCO[C@@H]1CN(C)C(=O)Cc1ccccc1 | -0.2 | 11 | -68 | 28
C[C@@H]1CN([C@H](C)CO)C(=O)c2ccccc2-c2ccccc2CO[C@H]1CN(C)C(=O)[C@H](C)c1ccccc1 | -0.7 | -1 | -4 | -9
COc1ccc(NC(=O)N[C@H]2CC[C@@H](CCNS(=O)(=O)c3ccccc3F)O[C@H]2CO)cc1 | 1.1 | x | 4 | -37
CN(C)CC(=O)Nc1ccc2c(c1)[C@H]1C[C@H](CC(=O)NC3CCCC3)O[C@@H](CO)[C@H]1O2 | -1.6 | x | -8 | 14
COC(=O)N(C)C[C@@H]1OCc2ccccc2-c2c(n(C)c3ccccc23)C(=O)N([C@H](C)CO)C[C@@H]1C | x | 0 | -3 | x
C[C@@H]1CN([C@H](C)CO)S(=O)(=O)c2ccc(C#CCN(C)C)cc2O[C@H]1CN(C)C(=O)c1ccccc1F | 1.2 | -4 | -43 | 93
CCNC(=O)C[C@@H]1CC[C@H]2[C@@H](COc3ccc(NC(=O)Nc4cccc(OC)c4)cc3C(=O)N2C)O1 | 3.3 | -1 | -13 | 9
CO[C@@H]1CC[C@@H]2CCN(C)C(=O)[C@H](C)[C@H](OC)CN(C)C(=O)c3cccc(C#N)c3OC[C@H]1O2 | -1.9 | x | 22 | -15
Cc1noc(C)c1S(=O)(=O)N(C)C[C@H]1OCCCC[C@@H](C)Oc2ccc(NC(=O)c3ccccc3)cc2C(=O)N([C@@H](C)CO)C[C@@H]1C | -0.5 | 10 | -84* | 35
O=C1CN(Cc2ccc(F)cc2)C[C@H]2[C@@H](c3ccc(-c4cccnc4)cc3)[C@H](CO)N12 | 0.7 | -8 | 5 | x
COc1ccc(-c2cnc3c(c2)C(=O)N([C@H](C)CO)C[C@@H](C)[C@H](CN(C)C(=O)C2CCCCC2)O3)cc1 | 2.0 | -6 | -24 | x

Sorted by SMILES length (smallest number first): some entries from above.
mol | KDM4C inh | C diff HTS | Pf Dd2 inh | Tcruzi prolif
CN(C)CC(=O)Nc1ccc2c(c1)[C@H]1C[C@H](CC(=O)NC3CCCC3)O[C@@H](CO)[C@H]1O2 | -1.6 | x | -8 | 14
CO[C@H]1CN(C)C(=O)c2cc(NS(=O)(=O)c3cn(C)cn3)ccc2OC[C@@H](C)N(C)C[C@H]1C | -2.5 | -5 | -6 | 1
Cc1noc(C)c1S(=O)(=O)N(C)C[C@H]1OCCCC[C@@H](C)Oc2ccc(NC(=O)c3ccccc3)cc2C(=O)N([C@@H](C)CO)C[C@@H]1C | -0.5 | 10 | -84* | 35
C[C@@H]1CN([C@H](C)CO)C(=O)c2cc(NC(=O)Nc3ccc4c(c3)OCO4)ccc2O[C@@H](C)CCCCO[C@@H]1CN(C)C(=O)Cc1ccccc1 | -0.2 | 11 | -68 | 28

The results go on:
mol | KDM4C inh | C diff HTS | Pf Dd2 inh | Tcruzi prolif
CO[C@H](CN(C)C(=O)c1cnccn1)[C@H](C)CN([C@@H](C)CO)S(=O)(=O)c1ccc(C)cc1 | 0.1 | x | 11 | 8
C[C@@H]1CN([C@@H](C)CO)C(=O)c2cccc(NC(=O)NC3CCCCC3)c2O[C@H]1CN(C)C(=O)Nc1ccc(F)cc1 | -0.9 | -18 | -5 | 34
CO[C@@H](CN(C)S(=O)(=O)c1ccc(C)cc1)[C@@H](C)CN(Cc1ccccc1Cl)[C@H](C)CO | 0.0 | x | -36 | 100*
N#C[C@@H]1[C@H](c2ccc(C#CC3CCCC3)cc2)[C@@H](CO)N1C(=O)Nc1ccc(F)cc1 | -1.6 | -2 | -9 | 98*
OC[C@@H]1[C@H](c2ccc(C#CC3(O)CCCC3)cc2)[C@@H]2CN(Cc3cccnc3)CCCCN12 | -0.2 | 0 | -4 | 101*
C[C@@H]1CN([C@@H](C)CO)C(=O)Cc2cc(NC(=O)C3CC3)ccc2O[C@@H]1CN(C)Cc1ccc(C(F)(F)F)cc1 | 5.9 | -12 | -32 | 46
Cc1ccccc1S(=O)(=O)Nc1ccc2c(c1)C(=O)N(C)[C@H]1CC[C@H](CC(=O)O)O[C@@H]1CO2 | 2.3 | x | 17 | 20
COc1ccc(CN(C)C[C@H]2OCCCC[C@@H](C)Oc3ccc(NC(=O)Nc4ccc5c(c4)OCO5)cc3C(=O)N([C@@H](C)CO)C[C@H]2C)cc1 | 0.9 | x | -71 | 88
O=C(N[C@@H]1CC[C@@H](CCn2cc(C3CCCCC3)nn2)O[C@H]1CO)c1cccnc1 | 1.8 | 3 | -33 | x
CCC(=O)N1[C@@H](CO)[C@@H](c2ccccc2)C12CN(C(=O)Nc1ccccc1F)C2 | -0.8 | 1 | -37 | x
COc1ccc(S(=O)(=O)N(C)C[C@H]2OCCCC[C@@H](C)Oc3ccc(NC(=O)NC(C)C)cc3C(=O)N([C@H](C)CO)C[C@@H]2C)cc1 | 2.6 | 5 | x | -12
COCC(=O)Nc1ccc2c(c1)OC[C@H](C)N(C(C)=O)C[C@H](C)[C@@H](OC)CN(C)C2=O | 0.5 | 1 | 28 | x
Cc1ccc(S(=O)(=O)N2C[C@H](O)COC[C@H]3O[C@@H](CC(=O)NCCN4CCCCC4)CC[C@@H]32)cc1 | 0.7 | x | -4 | -29
O=C(Cc1ccccc1)N1CC[C@@H]2[C@@H](CO)Nc3ccc(-c4ccc(F)cc4)cc3[C@@H]21 | 0.6 | 22 | 15 | 24
C[C@@H]1CN([C@H](C)CO)C(=O)c2cc(-c3ccc(C#N)cc3)cnc2O[C@@H]1CN(C)CC1CC1 | -2.0 | -2 | 4 | 58
CO[C@@H]1CN(C)C(=O)c2cc(NC(=O)c3cc(C)on3)ccc2OC[C@H](C)N(CC2CC2)C[C@H]1C | -0.9 | x | -50 | u
C[C@H](CO)N1C[C@H](C)[C@H](CN(C)S(=O)(=O)c2cccs2)Oc2ccc(NC(=O)Nc3ccc4c(c3)OCO4)cc2CC1=O | 1.2 | -5 | -28 | x
C[C@@H]1CN([C@@H](C)CO)C(=O)Cc2cc(NC(=O)NC3CCCCC3)ccc2O[C@@H]1CN(C)C(=O)NC1CCCCC1 | 0.6 | -1 | 5 | -19
C[C@@H]1CN([C@@H](C)CO)C(=O)Cc2cc(NC(=O)C3CCCCC3)ccc2O[C@H]1CN(C)Cc1ccc(C(F)(F)F)cc1 | -1.5 | 104 | -42 | 33
C[C@@H]1CN([C@H](C)CO)C(=O)c2cc(/C=C/c3ccccc3)cnc2O[C@H]1CN(C)C(=O)c1ccccc1 | -2.2 | -3 | -27 | 69
COc1ccc2c3c([nH]c2c1)[C@@H](CO)N(C(=O)CC1CC1)CC31CCN(C(=O)c2ccccc2)CC1 | -0.3 | 2 | -12 | x
C[C@@H]1CN([C@H](C)CO)C(=O)c2cc(NS(C)(=O)=O)ccc2O[C@H]1CN(C)C(=O)Nc1ccc(F)cc1 | 1.4 | -2 | 11 | 14
C[C@H](CO)N1C[C@H](C)[C@H](CN(C)C(=O)c2ccccc2F)Oc2ncc(C#Cc3ccc(F)cc3)cc2C1=O | -1.5 | 2 | -62 | -1
CCS(=O)(=O)Nc1ccc2c(c1)C(=O)N(C)C[C@H](OC)[C@@H](C)CN[C@@H](C)CO2 | -2.1 | -1 | x | 14
CN(C)CC(=O)N1CC2(C1)[C@H](c1ccccc1)[C@@H](CO)N2C(=O)C1CCCC1 | 0.0 | -6 | 24 | x
COc1ccccc1-c1ccc2c(c1)O[C@H](CN(C)CC1CC1)[C@H](C)CN([C@@H](C)CO)S2(=O)=O | -1.4 | x | -66 | 40
C[C@@H]1CN([C@@H](C)CO)C(=O)c2cc(C#Cc3cccnc3)cnc2O[C@@H]1CN(C)Cc1ccncc1 | -0.2 | 9 | -32 | 31
COCC#Cc1cnc2c(c1)C(=O)N([C@H](C)CO)C[C@H](C)[C@H](CN(C)C(=O)Nc1ccccc1F)O2 | 2.5 | 5 | -4 | 27
O=C(C[C@@H]1CC[C@H]2NC[C@H](O)COC[C@@H]2O1)N1CCc2ccccc2C1 | 0.6 | 9&-1 | -1 | -5
O=C(Cc1cccnc1)N[C@H]1CC[C@H](CCn2cc(-c3ccccc3F)nn2)O[C@@H]1CO | -0.7 | -3 | -14 | -75
C[C@H]1CN([C@@H](C)CO)S(=O)(=O)c2ccc(-c3cccnc3)cc2O[C@H]1CN(C)C | 0.4 | 0 | 16 | 5
CCCN(C)C[C@@H]1OCCCC[C@@H](C)Oc2ccc(NS(=O)(=O)c3ccc(F)cc3)cc2C(=O)N([C@H](C)CO)C[C@@H]1C | 1.2 | 2 | 6 | 93
N#C[C@@H]1[C@H](c2ccccc2-c2ccccc2F)[C@H](CO)N1C(=O)Cc1ccccc1 | 0.4 | -11 | 25 | x
C[C@H]1CN([C@@H](C)CO)C(=O)c2cc(C#CC3CCCCC3)cnc2O[C@@H]1CN(C)C | 9.5 | -10 | -19 | -8
CO[C@@H]1CN(C)C(=O)c2cc(NC(=O)C3CCC3)ccc2OC[C@@H](C)N(C)C[C@@H]1C | -0.6 | x | 25 | -18
Cc1ccc(S(=O)(=O)N(C)C[C@@H]2OCCCC[C@@H](C)Oc3ccc(NC(=O)Nc4cccc5ccccc45)cc3C(=O)N([C@H](C)CO)C[C@@H]2C)cc1 | -2.5 | 8 | -75 | x

Remaining list, next part.
Value order – KDM4C inh, C diff HTS, Pf Dd2 inh, Tcruzi prolif
- C[C@@H]1CCCCO[C@H](CN(C)Cc2ccc(C(F)(F)F)cc2)[C@H](C)CN([C@H](C)CO)C(=O)c2cc(NS(=O)(=O)c3ccc(F)cc3)ccc2O1
 : -1.2, 8, -70, 51
- COc1ccc(CN(C)C[C@H]2OCCCC[C@@H](C)Oc3ccc(NC(=O)Cc4ccccc4)cc3C(=O)N([C@H](C)CO)C[C@@H]2C)cc1
 : 0.0, -3, 12, -91
- C[C@@H]1CN([C@H](C)CO)C(=O)c2cc(NC(=O)Nc3ccc(C(F)(F)F)cc3)ccc2O[C@@H]1CN(C)Cc1ccc(Oc2ccccc2)cc1
 : 0.3, x, 1, -17
- CO[C@@H]1CN(C)C(=O)c2cc(NC(=O)Nc3ccccc3)ccc2OC[C@H](C)NC[C@@H]1C
 : -1.0, -1, x, -26
- C[C@@H]1CN([C@H](C)CO)C(=O)c2cc(NC(=O)Cc3ccccc3)ccc2O[C@H]1CN(C)Cc1ccc(-c2ccccc2)cc1
 : 2.0, 3, -6, 91
- COc1ccc2c3c(n(C)c2c1)[C@H](CO)N(C(=O)c1ccc(F)cc1)CC31CCN(C)CC1
 : -0.9, -3, 18, x
- Cc1noc(C)c1NC(=O)N(C)C[C@H]1Oc2ccc(N(C)C)cc2CC(=O)N([C@@H](C)CO)C[C@@H]1C
 : 0.9, -1, 42, -52
- C[C@@H]1CCCCO[C@@H](CN(C)C(=O)Nc2cccc3ccccc23)[C@H](C)CN([C@H](C)CO)C(=O)c2cc(NC(=O)C3CCCCC3)ccc2O1
 : -12, 7, -77, 78
- COc1ccc(C#Cc2ccc([C@@H]3[C@H](CO)N4C(=O)CN(C(=O)c5ccncc5)C[C@@H]34)cc2)cc1
 : -0.9, 3, 2, x
- CCC(=O)N(C)C[C@@H]1[C@@H](c2ccc(-c3cccnc3)cc2)[C@H](CO)N1C(C)=O
 : 0.6, -3, 14, 43
- CN(C)c1ccc2c(c1)[C@@H]1C[C@H](CC(=O)O)O[C@H](CO)[C@@H]1O2
 : 6.0, 0, 48, 40
- C[C@@H]1CCCCO[C@H](CN(C)Cc2ccc(C(F)(F)F)cc2)[C@@H](C)CN([C@H](C)CO)C(=O)c2cc(NC(=O)Nc3ccc4c(c3)OCO4)ccc2O1
 : -1.5, x, 33, 80
- COCC(=O)N(C)C[C@H]1Oc2ncc(-c3ccc(C#N)cc3)cc2C(=O)N([C@@H](C)CO)C[C@H]1C
 : -2.0, -2, 31, x
- O=C(C[C@H]1C[C@H]2c3cc(NC(=O)C4CCC4)ccc3O[C@H]2[C@@H](CO)O1)NCCc1ccccc1
 : -1.1, -22, -40, -67
- Cc1noc(C)c1NC(=O)Nc1ccc2c(c1)CC(=O)N([C@@H](C)CO)C[C@H](C)[C@H](CN(C)C(=O)NC(C)C)O2
 : -1.3, -1, 25, 3
- CCNC(=O)C[C@H]1CC[C@@H]2[C@H](COc3ccc(NC(=O)Nc4cccc(Cl)c4)cc3C(=O)N2C)O1
 : 4.0, -2, 15, 23
- COCC(=O)N1[C@H](C(=O)NCc2ccccc2Cl)[C@@H](CO)[C@@H]2Cn3c(cccc3=O)[C@@H]21
 : -0.2, -1, 17, x

No enrichment for hits; about 7% have a hit in one of these screens.
